Compound activity: PubChem BioAssay, several laboratories
p-CIP stab down: p/CIP protein destabilization. 290,000 compounds, 0.01% hits. decrease of EGFP signal, % at 10 µM. F442A p/CIP-EGFP cells, EGFP fluorescence, 16 h. AID 1984;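 active = EGFP signal decrease of at least 30% at 10 µM or well 3 SD below plate mean, unless failing retest; inactive = the rest, including hits failing retest or dose response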; also: some compounds called inactive have numbers as strong as hits; many of its hits are not listed in these tables
MEKK3 PB1 HTS: modulators (inhibitors or enhancers) of MEK5 binding to human MEKK3 PB1 domain; bead-based flow cytometry, Alexa488-MEK5 binding to MEKK3; actives lie on both sides; 0 = blocked by unlabeled MEK5, 100 = vehicle; binding response (% of control), % at 10 µM; 290,000 compounds, 1.4% hits;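 active = binding response more than 3 SD above or below the average of its plate-row segment, actives on both sides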;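 also: Alexa488 bead fluorescence after subtracting the streptavidin-only scavenger bead signal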
PHOSPHO1 block: blocks human PHOSPHO1 phosphatase activity | recombinant PHOSPHO1, absorbance phosphatase assay | inhibition, % at 13.3 µM | 290,000 compounds, 1.1% hits; in the data active = inhibition above about 60%
Target sequence (Q8TCT1 whole entry, looked up): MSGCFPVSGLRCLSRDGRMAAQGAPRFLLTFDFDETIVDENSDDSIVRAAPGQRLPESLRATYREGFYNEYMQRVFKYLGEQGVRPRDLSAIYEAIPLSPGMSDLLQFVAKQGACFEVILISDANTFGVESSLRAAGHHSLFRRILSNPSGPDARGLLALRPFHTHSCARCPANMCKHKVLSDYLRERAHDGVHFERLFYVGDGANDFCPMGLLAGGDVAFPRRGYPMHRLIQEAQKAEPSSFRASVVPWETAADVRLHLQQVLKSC
CRFR2-BP antag: blocks CRF-induced signaling of the CRF-BP/CRF-R2 complex; 350,000 compounds, 0.59% hits; inhibition, % at 11.8 µM; AID 588475; HEK293 CRF-R2/CRF-BP, CRF-induced calcium fluorescence;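 active = inhibition of the ligand-induced calcium signal above about 50% at the single tested concentration, limit read from the data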
CRFR2-BP ag: CRF-BP/CRF-R2 complex agonism. HEK293 CRF-R2/CRF-BP, calcium dye fluorescence (FLIPR); percent of saturating CRF peptide response. activation, % at 13.2 µM. 350,000 compounds, 0.46% hits. AID 588473;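 active = activation of at least 50%, plus an integration ratio under a set limit after plate pattern correction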;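 also: plate controls were neutral control wells without compound for no effect and CRF at EC100 for full effect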
GalR3 antag: blocks the human galanin receptor 3. HEK293 GalR3-CNG cAMP membrane potential fluorescence; galR3 body fused to GalR1 C-terminus. 360,000 compounds, 0.44% hits. O60755. inhibition, % at 3 µM;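 active = inhibition above the screen-wide average plus 3 SD, cut at about 13% in these data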;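 also: forskolin and galanin both at EC90 stimulate the cells; cAMP rise reported by CNG channel membrane potential dye signal; 0% = forskolin plus galanin with DMSO and 100% = forskolin alone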
Target sequence (O60755 1-299 limits assumed): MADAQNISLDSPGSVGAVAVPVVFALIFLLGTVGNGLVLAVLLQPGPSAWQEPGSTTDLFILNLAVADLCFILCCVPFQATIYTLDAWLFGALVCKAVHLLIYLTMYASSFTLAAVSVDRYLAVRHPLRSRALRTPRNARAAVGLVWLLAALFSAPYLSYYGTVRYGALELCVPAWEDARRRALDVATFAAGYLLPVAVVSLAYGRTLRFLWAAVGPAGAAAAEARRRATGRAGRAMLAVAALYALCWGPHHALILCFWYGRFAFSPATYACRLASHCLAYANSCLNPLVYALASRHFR
IDE cell activ: boosts human insulin-degrading enzyme activity in HEK cells; P14735; FAbeta-B cleavage, fluorescence polarization; 0% vehicle, 100% cell-free pure enzyme wells; activation, % at 5.96 µM; 340,000 compounds, 0.073% hits; AID 493087;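 active = activation above the mean of all tested compounds plus 3 SD, set per screening campaign, cut at about 17% in these data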
CHRM4 PAM: positive allosteric modulators of human muscarinic M4 receptor; P08173; CHO-K1 hM4/Gqi5, Fluo-8 calcium fluorescence, ACh EC20; 0% = ACh EC20, 100% = maximal ACh; activation, % at 3 µM; 360,000 compounds, 0.4% hits; AID 624126;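 active = activation above its plate's cutoff, the mean activation of sample wells plus 3 SD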; also: some results filed as inactive read as strong as hits
Target sequence (P08173 whole entry, looked up): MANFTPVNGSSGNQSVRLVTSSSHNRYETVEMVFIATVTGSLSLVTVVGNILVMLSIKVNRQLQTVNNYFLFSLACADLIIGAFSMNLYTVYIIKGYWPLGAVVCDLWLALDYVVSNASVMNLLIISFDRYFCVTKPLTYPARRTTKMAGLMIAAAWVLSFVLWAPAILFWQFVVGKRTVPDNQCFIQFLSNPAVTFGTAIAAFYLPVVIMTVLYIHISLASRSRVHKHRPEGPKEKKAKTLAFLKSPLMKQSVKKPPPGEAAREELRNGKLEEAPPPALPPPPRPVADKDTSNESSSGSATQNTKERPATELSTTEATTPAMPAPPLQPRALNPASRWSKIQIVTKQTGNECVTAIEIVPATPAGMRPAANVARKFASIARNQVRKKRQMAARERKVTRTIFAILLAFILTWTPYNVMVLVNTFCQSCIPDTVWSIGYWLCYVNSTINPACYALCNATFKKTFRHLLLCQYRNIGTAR
IDE cell inh: cellular human IDE inhibition. inhibition, % at 5.59 µM. HEK cells, FAbetaB cleavage, fluorescence polarization. 320,000 compounds, 0.41% hits. P14735;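 active = percent inhibition above the average of all tested compounds plus 3 SD, set per screening campaign, cut at about 16% in these data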;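 also: IDE supplied by intact live HEK cells; FP after avidin binding of uncleaved biotin substrate so inhibition keeps polarization high; 0% = DMSO wells and 100% = 60 µM reference IDE inhibitor Ii1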
* hit, by the source's call; . = no result given. This is a random part of the collection, and some 4.2% of all compounds hit somewhere here.

SMILES	p-CIP stab down	MEKK3 PB1 HTS	CHRM4 PAM	GalR3 antag	IDE cell activ	PHOSPHO1 block	CRFR2-BP antag	CRFR2-BP ag	IDE cell inh
O=C(O)c1ccc(-c2noc(-c3ccccc3C(F)(F)F)n2)cc1	.	103	6	-4	1	.	-8	2.2	2
Cn1nnc(NC(=O)CSc2ccc(Cl)cc2)n1	-22	101	3	1	-2	11	9	-4.3	-4
CC(NC(=S)NC(=O)c1ccccc1Br)c1ccccc1 (centres undefined)	6	97	-5	-7	6	-36	-14	1.1	5
CN(Cc1ccccc1Cl)C(=O)c1cc2ccccc2o1	2	103	-8	-10	5	28	6	-2.3	2
Cc1cc(NC(=O)Cn2c(=O)oc3ccc(Cl)cc32)no1	11	97	-1	-4	-2	40	-9	0.1	-1
O=C(Nc1nc2ccc([N+](=O)[O-])cc2s1)c1ccco1	7	101	.	-6	.	20	.	.	9
O=C(CN1CCCCC1)Nc1nc(-c2ccccc2)cs1	13	100	0	-2	5	18	-7	-0.9	1
CC(C)n1c(-c2ccncc2)n[nH]c1=S	1	117	0	-4	3	41	12	-1.1	3
CC(C)Cn1c(CCCNC(=O)c2ccc(F)cc2)nc2ccccc21	-10	109	-1	.	-3	-34	-38	-2.7	5
CCc1cc2c(C)ccc(C)c2nc1SCC(=O)Nc1cc(C)on1	2	100	8	-5	-2	6	-16	0.4	5
C=C(C)CNC(=S)N/N=C(\C)c1ccc(OC)cc1	-3	106	0	-4	3	-16	-4	-0.4	2
Cc1c(OCC(=O)NCc2cccnc2)ccc2c3c(c(=O)oc12)CCC3	3	97	1	-8	-2	44	-12	-1.4	1
CN1CCN(c2ccc(NC(=O)CSc3ccccc3)cc2F)CC1	-3	99	-3	-3	1	-6	2	-3.2	0
Cc1noc(C)c1COC(=O)COc1ccc(-c2ccccc2)cc1	-13	114	-16	-4	-6	-23	19	-1.1	16
O=C(Nc1cccc(C(=O)N2CCCCC2)c1)C1CCCC1	.	.	7	-1	-3	.	-20	9.3	.
CCn1c(SCC(=O)N2CCCCC2)nc(O)cc1=O	-8	105	0	-1	5	12	1	-0.2	-3
Cn1c(=O)n(Cc2ccccc2)c(=O)c2c1nc1n2CCCN1CCc1ccccc1	-11	100	-7	-6	10	36	-19	0.0	1
CC(C)COc1ccc(-c2nnc(-c3ccncc3)o2)cc1	2	92	17	-5	4	9	4	0.4	3
CCN1CCN(c2ccc(S(=O)(=O)N3CCOCC3)cc2NC(=O)c2ccc(F)cc2Cl)CC1	.	.	6	7	2	.	2	1.6	1
CCC(=O)NCCc1nc2cc(NC(=O)c3ccc(OC)cc3)ccc2n1C	-7	94	8	0	2	16	-2	-0.2	2
COC(=O)C1CN(C(=O)COc2cc(C)cc(C)c2)c2ccccc2O1 (centres undefined)	0	101	3	-8	-6	16	-3	-1.6	-1
Cc1ccc(Cn2ccc(NC(=O)c3nn(C)cc3Cl)n2)cc1	-6	100	8	1	1	39	5	-1.6	2
Cc1ccc(CS(=O)Cc2ccc(C(=O)NCc3ccccc3)o2)cc1 (centres undefined)	9	98	7	-2	6	-11	-17	0.3	4
O=C(CSc1nnc(Cc2cccs2)n1CCc1ccccc1)N1CCCc2ccccc21	-4	113	-18	-5	3	66*	-26	-0.6	5
OC[C@@H]1CC[C@@H](Cc2ccc(-c3ccccc3)cc2)O1	.	.	-2	0	4	.	-9	-0.1	.

Quoted at random: four entries already listed.
SMILES	p-CIP stab down	MEKK3 PB1 HTS	CHRM4 PAM	GalR3 antag	IDE cell activ	PHOSPHO1 block	CRFR2-BP antag	CRFR2-BP ag	IDE cell inh
CCN1CCN(c2ccc(S(=O)(=O)N3CCOCC3)cc2NC(=O)c2ccc(F)cc2Cl)CC1	.	.	6	7	2	.	2	1.6	1
CN(Cc1ccccc1Cl)C(=O)c1cc2ccccc2o1	2	103	-8	-10	5	28	6	-2.3	2
CCc1cc2c(C)ccc(C)c2nc1SCC(=O)Nc1cc(C)on1	2	100	8	-5	-2	6	-16	0.4	5
Cc1cc(NC(=O)Cn2c(=O)oc3ccc(Cl)cc32)no1	11	97	-1	-4	-2	40	-9	0.1	-1

New compounds follow:
SMILES	p-CIP stab down	MEKK3 PB1 HTS	CHRM4 PAM	GalR3 antag	IDE cell activ	PHOSPHO1 block	CRFR2-BP antag	CRFR2-BP ag	IDE cell inh
c1ccc2c(c1)CCN(Cc1nnnn1Cc1ccc3c(c1)OCO3)C2	5	108	4	3	1	-23	0	1.3	0
O=C(CSCCc1ccccn1)Nc1cccnc1	-3	99	2	4	-1	24	-3	-1.1	4
COc1ccc(NC(=O)C2(c3cccs3)CCOCC2)cc1	1	99	-1	5	3	19	11	-0.6	-2
CC(=O)c1cccc(NC(=O)C2CC(=O)N(c3cccc(C)c3C)C2)c1 (centres undefined)	-12	102	6	-2	5	6	21	-1.7	0
CC(C)(CNCc1ccccc1)NS(=O)(=O)c1ccc(Cl)cc1	.	.	-8	-1	1	.	-6	-0.5	6
COc1ccc(C2NCCC3(O)CCCCC23)c(OC)c1OC (centres undefined)	-8	94	4	-4	0	2	-6	-0.4	3
COc1cc(NC(=O)CSc2nc3ccccc3cc2Cc2ccccc2)cc(OC)c1	0	101	7	-10	5	40	-1	-0.2	-1
CCn1c(SCC(=O)Nc2nccs2)nnc1C1CC1	-6	100	25*	-5	3	.	-1	-1.1	-1
Cc1cc(C)c(C)c(S(=O)(=O)NCC(=O)Nc2sc3c(c2C(N)=O)CCCC3)c1C	3	97	18	1	0	31	0	2.2	0
COc1ccccc1C(=O)Nc1ccc2c(c1)nc(CN1CCCCC1)n2C	4	97	-1	-3	1	8	-30	0.3	0
CCOC(=O)/C(=N\Nc1ccccc1[N+](=O)[O-])c1csc(Nc2ccccc2)n1	3	.	3	0	8	11	-16	0.4	-2
CC#CCN1c2ccccc2[C@]23C[C@@H](C(=O)OC)N(C(=O)NC(C)(C)C)C2=NC(C(=O)OC)=C(C(=O)OC)[C@H]13	.	103	3	-5	-3	.	11	-0.3	4
c1ccc(CN2CCN(c3nc(-c4ccccc4)nc4ccccc34)CC2)cc1	-13	.	-5	-1	5	15	0	3.9	7
CC(C)CCN(C)c1ccc(/C=N/n2cnnc2)cc1	3	103	-2	0	1	-31	16	0.1	-5
COc1ccccc1C(=O)NC(=O)COc1ccc(Cl)cc1Cl	.	.	-6	-5	6	.	6	-0.2	-13
COc1ccccc1/C=C/C(=O)OCCCN(C)C	4	106	9	-6	0	13	-3	0.1	-1
CCOC(=O)C1C(c2ccc(O)cc2)NC(=O)NC1(O)C(F)(F)F (centres undefined)	-13	103	-2	0	0	35	3	0.0	8
COCC(=O)Nc1nc2n(n1)C(c1ccc(Cl)cc1)CC(c1ccc(OC)cc1)N2 (centres undefined)	-6	104	3	-4	2	-3	-9	33	3
O=C(CN1CCN(c2ccccn2)CC1)Nc1cccc(F)c1	-9	106	.	-8	0	6	-19	-1.3	6
CN(C(=O)CS(=O)(=O)c1cn(CC(=O)N2CCCC2)c2ccccc12)c1ccccc1	-7	103	9	-2	12	25	-6	0.6	3
COc1ccccc1NC(=O)Cc1nc(CCl)cs1	-8	100	0	14*	0	-7	-9	0.5	7
Cc1c(Cl)cccc1N1CC(C)(C)C1=O	-14	94	3	-5	-1	4	-2	-0.4	2
COc1cccc(NC=C2C(=O)OC3(CCCCC3)OC2=O)c1	-11	107	-4	-1	0	1	-72	7.2	3
FC(F)(F)c1cnc(-n2cc[nH]c2=S)c(Cl)c1	-6	101	0	1	1	98*	3	1.7	2
CCN1CCN(C(=O)C2CCN(S(=O)(=O)c3ccc4c(c3)NC(=O)C(C)S4)CC2)CC1 (centres undefined)	-12	99	-5	1	9	44	-2	-1.5	-2
COc1ccc(OC)c(NC(=O)NC2(C(F)(F)F)Oc3ccccc3O2)c1	-5	120	4	1	2	3	16	0.1	-1
CC(=O)Nc1cccc(C(=O)Nc2cccnc2)c1	7	100	10	-6	-1	8	3	-0.3	-3
Cc1ccc(CC(=O)NCCN2CCOCC2)cc1	2	103	-3	4	6	29	-2	-0.6	0
O=C(O)Cc1c[nH]c2cccc(O)c12	-15	97	7	-1	2	40	5	-1.5	-1
O=C1CCC(C(=O)Nc2ccc([N+](=O)[O-])cc2)N1 (centres undefined)	.	.	-1	-5	2	.	12	1.8	-2
CCCC(C)NC(=O)c1ccc(-c2ccccc2)cc1 (centres undefined)	-3	106	.	.	.	-10	.	.	2
O=C(CSc1nnc(-c2ccccc2O)o1)N1CCOCC1	-4	103	0	-4	-2	18	-7	1.5	.
O=c1c2c([N+](=O)[O-])cc([N+](=O)[O-])cc2nc2ccccn12	-2	103	-1	-5	0	14	-3	0.5	-4
COC(=O)c1ccccc1Nc1ccccc1	-5	96	6	-3	6	1	-16	-1.7	7
CS(=O)(=O)N(CC(=O)N1CCOCC1)c1ccccc1Br	-2	107	3	-4	-1	41	10	1.5	.
O=C(NCCc1ccccc1)c1cccc(N2CCCC2=O)c1	1	104	-7	.	11	-70	5	-0.8	2
CCOC(=O)N1CCN(C(=O)COc2ccc([N+](=O)[O-])cc2)CC1	-4	99	6	-3	10	42	40	-2.6	10
O=C(CCSc1ccccc1)Nc1ncccn1	-2	98	6	-7	3	24	21	0.9	-1
O=C(NNC(=O)c1cc2cc(Br)ccc2oc1=O)c1ccc(O)cc1O	-14	119	-4	0	0	-90	-17	0.1	3
COc1ccccc1N1CCN(C(c2ccccc2Cl)c2nnnn2C(C)(C)C)CC1 (centres undefined)	-9	97	9	.	-5	-31	5	1.0	0
O=C(CN1CCN(c2ccccn2)CC1)NCc1cccs1	-8	102	1	-3	4	6	11	-0.6	1
Cc1nn(C)c(C)c1S(=O)(=O)N1CCCC(C(=O)NC2CCCCC2)C1 (centres undefined)	6	93	-2	-5	-2	16	2	-1.1	6
O=C(CCCOc1ccc(Cl)cc1Cl)NNC(=O)C1CCC1	1	80	2	-6	-2	7	4	-2.1	-1
COC(=O)C(NC(=O)CCc1c(C)nc2ncnn2c1C)C(C)C (centres undefined)	-4	96	-2	-2	1	2	-1	-1.0	3
CCc1ccc(C(CNc2nc(C(F)(F)F)nc3ccccc23)N(C)C)cc1 (centres undefined)	-12	100	5	-11	4	18	-10	-0.3	-2
COc1cc2c(cc1NC(=S)Nc1cccc3ccccc13)oc1ccccc12	-13	99	2	-2	0	-48	5	-0.7	1
Cc1cccnc1NC(=O)CN1C(=O)COc2ccc(Cl)cc21	3	100	2	-7	-5	.	2	-1.6	5
CCCCC#Cc1cncc(C(=O)NN)c1	2	95	-4	-2	6	4	-2	-0.1	5
O=C(COc1ccc(S(=O)(=O)NC2CCCCC2)cc1)NC1CCCC1	-2	103	-2	-4	-2	23	-9	-0.3	2
O=C(NNC(=O)c1ccccc1-n1cccc1)c1ccccc1	-5	96	-1	-2	4	7	-13	5.1	-3
O=C1Nc2ccc(Br)cc2C1Cc1ccccc1F (centres undefined)	-6	103	-1	-7	4	19	-6	-0.2	4
CCOc1ccccc1N(CC(=O)NC1CCCCC1)C(=O)CNC(=O)c1ccco1	3	89	0	-3	2	-2	7	-0.3	-2
